High-throughput results: PubChem, Johns Hopkins Ion Channel Center
CHT inh = inhibitors of human choline transporter CHT; AID 488975, 2010; B-score at 10 µM; 310,000 tested, 0.86% active; CHT-expressing cells, membrane potential dye, choline response; stronger effect = lower value;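 active = B-score over 3 SD under the library average, and starting fluorescence ratio not unusually high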;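 also: choline stimulus applied at its EC90 after an EC20 pre-addition; B-score computed on integrated fluorescence ratio after choline addition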
KCNQ2 block = KCNQ2 potassium channel inhibitors, primary screen, cell-based, CHO-K1, FluxOR thallium flux, B-score (AID 2156). Potassium voltage-gated channel subfamily KQT member 2 (Rattus norvegicus), O88943. 20 min; stronger effect = lower value. B-score at 10 µM. 310,000 tested, 1.1% active;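 active = fluorescence ratio B-score at most minus 3 library SDs, with starting brightness B-score within 2 library SDs, cut at about -5.5 in these data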
Target sequence (O88943 whole entry, looked up): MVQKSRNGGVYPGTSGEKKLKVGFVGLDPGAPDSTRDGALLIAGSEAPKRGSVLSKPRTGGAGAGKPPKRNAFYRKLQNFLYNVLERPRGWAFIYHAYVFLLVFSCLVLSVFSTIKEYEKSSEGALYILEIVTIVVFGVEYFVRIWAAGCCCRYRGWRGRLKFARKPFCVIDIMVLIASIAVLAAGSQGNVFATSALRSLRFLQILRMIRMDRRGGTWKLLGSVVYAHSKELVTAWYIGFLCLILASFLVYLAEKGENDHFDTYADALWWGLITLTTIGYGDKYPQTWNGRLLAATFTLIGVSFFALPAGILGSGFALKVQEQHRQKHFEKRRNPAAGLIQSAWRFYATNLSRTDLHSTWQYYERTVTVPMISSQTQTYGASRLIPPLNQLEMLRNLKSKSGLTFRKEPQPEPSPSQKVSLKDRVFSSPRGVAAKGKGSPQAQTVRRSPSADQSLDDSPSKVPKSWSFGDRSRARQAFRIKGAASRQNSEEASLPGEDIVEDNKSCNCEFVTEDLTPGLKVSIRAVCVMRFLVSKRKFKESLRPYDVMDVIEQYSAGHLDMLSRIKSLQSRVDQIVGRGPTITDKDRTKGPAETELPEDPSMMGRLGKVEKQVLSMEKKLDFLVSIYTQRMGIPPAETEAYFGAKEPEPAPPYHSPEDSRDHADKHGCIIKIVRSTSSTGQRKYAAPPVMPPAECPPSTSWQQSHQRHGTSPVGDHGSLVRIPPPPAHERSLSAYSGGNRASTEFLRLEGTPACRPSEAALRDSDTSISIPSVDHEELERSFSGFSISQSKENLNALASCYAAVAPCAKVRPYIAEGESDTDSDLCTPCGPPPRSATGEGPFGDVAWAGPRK
The depositor's hits bear a star; i = inactive; . = no result given.

The line under a structure holds: CHT inh, KCNQ2 block
O/N=C(/c1ccccc1)c1cc2cc(Br)cc(Br)c2o1
    i, i
Cc1ccc(OCC(O)CN2CC3(C)CC2CC(C)(C)C3)cc1 (stereo not given)
    i, i
Cc1ccccc1CN(C)CC(=O)Nc1cccc(S(=O)(=O)N(C)c2ccccc2)c1
    i, i
NC(=O)c1ccc2c(=O)c(O)c(-c3cc(Cl)c(N)c(Cl)c3)[nH]c2c1
    i, i
CCOC(=O)Cn1c(=O)oc2cc(S(=O)(=O)N(C)Cc3ccccc3)ccc21
    i, i
O=C(Cc1ccc(Br)cc1)Nc1ccc(S(=O)(=O)Nc2ncccn2)cc1
    i, i
O=C(CCCCCNC(=O)c1ccccc1)N/N=C/c1ccc(O)cc1O
    i, i
COc1ccc(OC)c(Nc2nc(-c3cccs3)cs2)c1
    i, i
CC(C)(C)C(=O)Nc1cccc(C(=O)c2cccc(NC(=O)C(C)(C)C)c2)c1
    i, i
Cc1nn(Cc2ccccc2Cl)c(C)c1NC(=O)c1nc2ncccn2n1
    i, i
COC(=O)c1ccc(C(NC(=O)OCc2ccccc2)/C(F)=C/[C@@H](C)C(=O)NCc2ccc(-c3ccccc3)cc2)cc1 (stereo not given in full)
    i, .
CCOC(=O)C(CCCCCOc1ccccc1[N+](=O)[O-])C(=O)OCC
    i, i
O=C(Nc1cccc2ccccc12)c1ccc([N+](=O)[O-])s1
    i, i
O=C1c2ccccc2C(=O)N1CCCSc1nc2ccccc2o1
    i, i
COc1ccc(CC(=O)NCc2ccccc2)cc1S(=O)(=O)N1CCOCC1
    i, i
Cc1ccc(OCC(=O)Nc2cc(S(=O)(=O)N3CCCCC3)ccc2N2CCN(C)CC2)c(C)c1
    i, i
COc1cc(-n2c(=O)c3ccccc3n(Cc3cccnc3)c2=O)cc(OC)c1OC
    i, i
Cc1cc(C(=O)OCC(=O)N2CC(=O)Nc3ccccc32)c(C)n1-c1ccc(F)cc1
    i, i
COCCNC(=O)CSc1nccn1Cc1ccc2c(c1)OCO2
    i, i
CCc1ccccc1NC(=O)NC1CC2CCC(C1)N2Cc1ccco1 (stereo not given)
    i, i
Cc1cccc(NC(=S)NCC(c2cccnc2)N2CCOCC2)c1 (stereo not given)
    i, i
COc1ccc(CCN(C)CC(=O)Nc2c(C)cc(C)cc2C)cc1OC
    i, i
O=c1c2ccccc2nc(SCc2cccc(F)c2)n1-c1cccc(S(=O)(=O)N2CCCC2)c1
    i, i
CCC(=O)c1ccc(OCCSc2ncccn2)cc1
    i, i
Cc1ccc(NC(=O)CSCC(=O)NNC(=O)c2ccoc2C)cc1
    i, i
CC1CC(=O)c2cnc(Nc3ccccc3)nc2C1 (stereo not given)
    i, i
CCN(C(=O)C1CCCN(c2nc(-c3ccc(OC)cc3)no2)C1)c1ccccc1F (stereo not given)
    i, i
CCCCn1c(=O)[nH]c(=O)c2c1nc(-c1ccc3ccccc3c1)n2CC
    i, i
Cc1cc(C)cc(NC(=S)NCc2ccc3c(c2)OCO3)c1
    i, i
COc1cccc2sc(Nc3nc(-c4ccncc4)cs3)nc12
    i, i
Cn1c(=O)n(C)c2cc([N+](=O)[O-])c(N3CCN(C(=O)c4ccccc4Cl)CC3)cc21
    i, i
Oc1csc(Cc2nc(-c3ccc4ccccc4c3)cs2)n1
    i, i
Cc1nc2ccc(S(=O)(=O)N(C)CC(=O)NCc3ccc4c(c3)OCO4)cc2s1
    i, i
COc1ccccc1/C=C/C(=O)NC1CC2CCC1C2 (stereo not given)
    i, i
Cc1ccc(C(=O)Nc2ncccc2O)cc1S(=O)(=O)N1CCCCC1
    i, i
Cc1nc(NC(=O)c2ccccc2)sc1-c1csc(NCc2ccccc2)n1
    i, i
CCn1c(=O)n(CC(=O)Nc2ccc(F)cc2)c(=O)c2ccccc21
    i, i
CC1Oc2ccccc2OC1(O)c1ccc2ccccc2n1 (stereo not given)
    i, i
FC(F)(F)c1ccc(Cl)c(-n2c(-c3cc(-c4ccco4)[nH]n3)n[nH]c2=S)c1
    i, i
O=[N+]([O-])c1cccnc1N1CCC(c2cc(-c3ccc(Cl)cc3Cl)n[nH]2)CC1
    i, i
O=C(NCCc1ccccc1)c1coc(=O)c(Br)c1
    i, i
COc1cc(CN2CCN(Cc3ccc(C)cc3)CC2)c([N+](=O)[O-])cc1OC
    i, i
CCOC(=O)c1sc(N/N=C/c2ccc(N(C)C)cc2)nc1C
    i, i
CCOc1ccc(-n2c(SCC(=O)NCc3ccco3)nc3ccccc3c2=O)cc1
    i, i
CCOC(=O)c1oc2nc(C)c3c(c2c1N)CC(C)(C)OC3
    i, i
O=C(c1cccc(C(F)(F)F)c1)N1CCC(O)(CS(=O)(=O)Cc2ccccc2Cl)CC1
    i, i
FC(F)(F)c1nnc(-c2ccccc2)nc1Sc1ccccc1
    i, i
Cn1c(OCc2cccnc2)nc2c1c(=O)n(Cc1ccc(Br)cc1)c(=O)n2C
    i, i
COCC(C)NC(=O)c1cc(S(=O)(=O)N2CCCCC2)ccc1N1CCOCC1 (stereo not given)
    i, i
Cc1onc(-c2ccccc2Cl)c1C(=O)NCc1ccc(N2CCCC2=O)cc1
    i, i

Other entries follow.
The line under a structure holds: CHT inh, KCNQ2 block
CCC(C)NC(=O)CCC(=O)NNc1nc2ccccc2c2nc(C)nn12 (stereo not given)
    i, i
CSCCC(NC(=O)c1ccc(Cl)cc1Cl)C(=O)NCc1ccccn1 (stereo not given)
    i, i
C=CCN1c2ccccc2[C@]23C[C@@H](C(=O)OC)N(C(=O)NCCC)C2=NC(C(=O)OC)=C(C(=O)OC)[C@H]13
    i, i
CC(=O)c1ccc(NC(=O)CCc2c(C)nn(-c3ccc(N4CCOCC4)nn3)c2C)cc1
    i, i
Cc1ccc(C(OCC(O)CN2CCCCC2)c2ccccc2)cc1 (stereo not given)
    i, i
COc1ccc(C(=O)O/N=C(/c2cccs2)C(C)(C)C)cc1
    i, i
NCc1c(O)ccc2ccccc12
    i, i
Cc1ccc(S(=O)(=O)NC(Cc2ccccc2)C(=O)NN)cc1 (stereo not given)
    i, i
Cc1cc(C)nc(N2CCN(c3ncnc4c3cnn4Cc3ccc(Cl)cc3Cl)CC2)n1
    i, i
O=C(COC(=O)CNC(=O)c1ccccc1)Nc1ccc(S(=O)(=O)N2CCCC2)cc1
    i, i
CCOC(=O)Cc1csc(SCC(=O)Nc2cc(Cl)ccc2Oc2ccccc2)n1
    i, i
CCOC(=O)C(CC)n1nc(C)n2c(cc3sccc32)c1=O (stereo not given)
    i, i
Cn1c(=NC(=O)CCS(=O)(=O)c2ccccc2)sc2cc(F)ccc21
    i, i
Oc1ccc(/C=N\Nc2nncc(-c3ccccc3)n2)cc1
    i, i
CC(OC(=O)/C=C/c1cccs1)C(=O)NC1CCCCC1C (stereo not given)
    i, i
Cn1c(=O)c2c(ncn2CC(=O)N/N=C/C=C/c2ccccc2[N+](=O)[O-])n(C)c1=O
    i, i
COc1ccccc1N1CCN(C2CCCCC2NS(=O)(=O)c2ccccc2)CC1 (stereo not given)
    i, i
Cc1cc(Cl)ccc1NC(=O)c1ccc2c(c1)OCO2
    i, i
Nc1nonc1C(=O)N/N=C/c1cc2c(cc1Br)OCO2
    i, i
CC(C)OC(=O)CSc1nnc(-c2cccnc2)n1N
    i, i
O=C(CN1CCCN(S(=O)(=O)c2ccc(Br)cc2)CC1)Nc1ccc2cn[nH]c2c1
    ., i
CCOC(=O)c1cnn(CCOC(=O)Cc2cccs2)c1NC(=O)Cc1cccs1
    i, i
O=C(Cn1ncc2c([nH]c3ccccc32)c1=O)Nc1ccc(CN2CCCCC2)cc1
    i, i
CCOC(=O)C1CCN(C(=O)CN(C)S(=O)(=O)c2ccc3c(c2)c(=O)n(C)c(=O)n3C)CC1
    i, i
S=C(CN1CCCC1=S)N1CCOCC1
    i, i
CCOCCCNC(=O)CN1CCN(Cc2ccc(Cl)cc2)C1=O
    i, i
CCc1ccc(NC(=O)N(C2CCCCC2)C(C)c2cccnc2)cc1 (stereo not given)
    i, i
Cc1ccc(S(=O)(=O)Nc2cccc(-c3cn4ccsc4n3)c2)cc1
    i, i
Cc1cc(NC(=O)CSc2nnc(COc3ccccc3)o2)no1
    i, i
Cc1cc(C)c(C(N)=O)c(NCCc2ccccc2)n1
    i, i

A second format for 6 compounds above.
SMILES,CHT inh,KCNQ2 block
S=C(CN1CCCC1=S)N1CCOCC1,i,i
CCOCCCNC(=O)CN1CCN(Cc2ccc(Cl)cc2)C1=O,i,i
CCc1ccc(NC(=O)N(C2CCCCC2)C(C)c2cccnc2)cc1 (stereo not given),i,i
Cc1ccc(S(=O)(=O)Nc2cccc(-c3cn4ccsc4n3)c2)cc1,i,i
Cc1cc(NC(=O)CSc2nnc(COc3ccccc3)o2)no1,i,i
Cc1cc(C)c(C(N)=O)c(NCCc2ccccc2)n1,i,i

Next section:
The line under a structure holds: CHT inh, KCNQ2 block
Cc1cc2ncc(Cl)nc2cc1C
    i, i
CN(CC(=O)Nc1cccc(F)c1)C(=O)c1cc(-c2cccs2)nn1-c1ccccc1
    i, i
CCC(C(=O)Nc1ccccn1)c1ccccc1 (stereo not given)
    i, i
COCCCNC(=O)CCNS(=O)(=O)c1ccc(C)cc1
    i, i
Cn1cc(CNC(=O)C2CCCCC2)cn1
    i, i
Cc1ccc(N2C(=O)CC(C)(C)CC2=O)cc1Cl
    i, i
O=C(CSc1nc(=O)n2cc(Cl)ccc2n1)Nc1ccc2c(c1)OCCO2
    i, i
Cc1ccc(Br)cc1S(=O)(=O)Nc1cccnc1
    i, i
CCc1ccc(OCC2c3cc(OC)c(OC)cc3CCN2C(=S)NCCOC)cc1 (stereo not given)
    i, i
O=C(NCC1CCCO1)C(c1cccnc1)N(C(=O)Cc1cccs1)c1cccnc1 (stereo not given)
    i, i
COC(=O)c1c(C)cc(C)c2c1CC(C)(C)C2=O
    i, i
N#Cc1cccc(NC(=O)CNC(=O)Cc2ccccc2)c1
    i, i
O=C(NCc1cccc(C(F)(F)F)c1)C1CC(c2ccccc2C(F)(F)F)=NO1 (stereo not given)
    i, i
COc1cccc(-c2nc(N3CCCCC3C)c3ccccc3n2)c1O (stereo not given)
    i, -6.81*
CC(C)c1ccc(NC(=O)Cn2ncn3c(cc4ccccc43)c2=O)cc1
    i, i
CCCn1c2ccccc2c2cnn(CC(=O)NC3CCC(C)CC3)c(=O)c21 (stereo not given)
    i, i
CCS(=O)(=O)N1CCCC(C(=O)NC2CCCCC2)C1 (stereo not given)
    i, i
Nc1c(O)cccc1C(=O)O
    i, i
CCC(Sc1nc2sc(C(=O)OC)c(C)c2c(=O)n1N)C(=O)N(CC)CC (stereo not given)
    i, i
NC(=O)CSc1nnc(Cn2c(=O)sc3ccccc32)n1CCc1ccccc1
    i, i
CCC(CC)C(=O)Nc1cccc(C(=O)N2CCOCC2)c1
    i, i
CCOC(=O)c1[nH]c2ccccc2c1NC(=S)Nc1ccccc1
    i, i
COc1ccccc1NC(=O)CSc1nccc(=O)[nH]1
    i, i
CCS(=O)(=O)N1CCC(C(=O)Nc2ccccc2OC)CC1
    i, i
COc1ccc(-c2cn(CCC(=O)O)c(C)n2)cc1
    i, .
CCN(CC)CCNC(=O)Cn1cnc2sc(C)c(S(=O)(=O)N3CCOCC3)c2c1=O
    i, i
CCn1c(Cc2ccc(OC)cc2)nnc1SCC(=O)N1CCN(c2ccccc2)CC1
    i, i
COc1ccc(C2NC(=O)NC(C)=C2C(=O)OC2CCC(C)CC2)cc1 (stereo not given)
    i, i
Oc1ccc2c(c1)oc1cc(O)ccc12
    i, i
CCCCn1c(NC(=O)c2ccccc2)nc2ccccc21
    i, i
N/C(=N\OC(=O)c1ccc2ccccc2c1)c1cccc([N+](=O)[O-])c1
    i, i
S=C(Nc1ccccc1)N1CCN(C(=S)c2ccccc2)CC1
    i, i
Cc1cc(NC(=O)c2ccco2)ncc1NC(=O)CCc1ccccc1
    i, i
O=S(=O)(Nc1ccc(O)c2ccccc12)c1ccc(OC(F)(F)F)cc1
    i, i
COCCNC(=O)CCc1nnc2ccc(N3CCC(C)CC3)nn12
    i, i
CCN(CC)S(=O)(=O)c1cc(NC(=O)C(C)N(C)CC(=O)Nc2c(C)cccc2C)ccc1C (stereo not given)
    i, i
COC(=O)c1ccccc1NC(=O)CN1CCC(NC(=O)c2ccc(C)cc2)CC1
    i, i
Cc1cc(C)cc(OCC(=O)Nc2ccccc2N2CCCCC2)c1
    i, i
CCOC(=O)N1CCN(c2ccc(S(=O)(=O)N(Cc3ccccc3)Cc3ccccc3)cn2)CC1
    i, i
O=C(CSc1nnc(-c2ccncc2)n1Cc1ccco1)Nc1ccccc1F
    i, i
Cc1c(NC(=S)NC(C)(C)C)c(=O)n(-c2ccccc2)n1C
    i, i
CC(=O)C1=C(Nc2ccc(C)cc2)CC(C)(O)C(C(C)=O)C1c1ccco1 (stereo not given)
    i, i
COc1ccc(-c2nnc(NC(=O)CS(=O)(=O)c3ccc(Cl)cc3)o2)c(OC)c1
    i, i
COc1ccc(CC(=O)N2CCc3cc(OC)c(OC)cc3C2C)c(OC)c1 (stereo not given)
    -12.1*, i
Cc1ccc2c(c1)C(c1ccc(F)cc1)N(C(=O)c1cc3ccccc3oc1=O)CC(=O)N2 (stereo not given)
    i, i
Cc1ccc(C)c(NC(=O)CCC(=O)NN=C2CCCC2)c1
    i, i
